# Compound activity: PubChem, National Center for Advancing Translational Sciences (NCATS)
# Abeta yeast res = A-beta toxicity reversal in yeast; Potency, µM (highest dose often 46.1 µM), for the others: top-dose growth rescue, hits mostly activators; yeast expressing A-beta42, growth rescue, OD600, 48 h; response scale: 0% DMSO, 100% iron-clioquinol control; hit rate 0.063% among 410,000; also: potency is read from the fitted curve at half-maximal effect; nearly all actives have a fitted effect of over 55% in size
#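 Yeast growth medium received pinned compounds, then yeast cells expressing toxic A-beta were added; plates incubated at 30 C for 48 hr. Growth read as absorbance at 600 nm, normalized to DMSO and equimolar FeCl3 plus clioquinol controls.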
# A549 viability = counter-screen for Nrf2 inhibitors: cytotoxicity in A549 cells; hit rate 0.16% among 390,000; AID 504648; Potency, µM (series often up to 46 µM), inactives show at the top dose activity change, negative = cytotoxicity, actives largely listed as inhibitors; A549 ARE-Fluc cells, CellTiter-Fluor viability, 18-24 h; also: potency is read from the fitted curve at half-maximal effect; % is scaled to controls: 0 for no effect and ±100 for the full control effect
#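 A549 ARE-Fluc cells in 5% FBS OPTI-MEM, 5000 cells/well, rested 2 h then exposed to compounds in concentration-response for 18-24 h at 37 °C. Viability by CellTiter-Fluor fluorescence (Ex 405/Em 525) after 30 min; luciferase luminescence (BugLite, 15 min, RT) read afterwards.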
# Akt phos inh = Akt phosphorylation inhibition; Neuro2A IGF-stimulated pAkt S473 HTRF, 20 min; stronger effect = lower value; hit rate 0.32% among 360,000; activity change, % for hits at 50 µM; in the data active = activity change below about -80%; inconclusive = mostly about -51% to -80%; also: % is scaled to controls: 0 for no effect and ±100 for the full control effect
#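 Neuro2A cells in DMEM with 0.5% FBS, overnight at 37 deg C, given compound at single 50 µM final, then IGF (6 nM final) for 20 min at 37 deg C. Lysed; phospho-Akt Ser473 by HTRF after 24 h, 665/615 ratio.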
# TGFb SMAD3 inh = inhibitors of TGF-b signaling | HepG2 CAGA-GFP TGF-b/SMAD3 reporter, GFP fluorescence, 18 h; TGF-beta stimulated, 500 pg/mL final | Potency, µM (highest dose often 46.1 µM), for the others: top-dose activity, negative = inhibition, actives largely listed as inhibitors | hit rate 1.2% among 410,000; also: potency is read from the fitted curve at half-maximal effect; % is scaled to controls: 0 for no effect and ±100 for the full control effect; nearly all actives have a fitted effect of over 65% in size
#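 HEPG2 CAGA-GFP reporter cells (1000/well, DMEM with 1% FBS) received compounds, then recombinant TGF-beta at 500 pg/mL final for 18 hours at 37 degrees C. Per-cell GFP summed per well was normalised to unstimulated and stimulated DMSO controls before curve fitting.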
# Nrf2 block = inhibitors of Nrf2 signaling; A549 ARE-Fluc reporter, luciferase luminescence, 18-24 h; Potency, µM (top dose mostly 46 µM), without a hit: top-dose activity change, negative = inhibition, most hits filed as inhibitors; hit rate 2.1% among 360,000; AID 504444; also: potency is read from the fitted curve at half-maximal effect; % is scaled to controls: 0 for no effect and ±100 for the full control effect; nearly all actives have a fitted effect of over 60% in size
#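 Reporter: ARE-Fluc in A549. Exposure: 18-24 h, 37 °C, 5% CO2, 5% FBS OPTI-MEM. Readouts: fluorescent cytotoxicity (CellTiter-Fluor), then luminescent Nrf2 signal after BugLite.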
# Mm-Cpn inhibitor = inhibitors of Methanococcus maripaludis chaperonin (MmCpn). Potency, µM (top dose mostly 76.9 µM), for inactives: top-dose activity, negative = inhibition, most hits filed as inhibitors. AID 504842. hit rate 0.031% among 330,000. purified Mm-Cpn ATPase, ADP Transcreener TR-FRET; also: potency is read from the fitted curve at half-maximal effect; % is scaled to controls: 0 for no effect and ±100 for the full control effect; nearly all actives have a fitted effect of over 80% in size
#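 Inhibition of chaperonin ATP hydrolysis is measured as reduced ADP production, detected by competitive TR-FRET in which signal falls with ADP. Final enzyme 25 nM and ATP 10 uM, reacted 30 min at 37°C.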
# Nrf2 activator = Nrf2 pathway activation. AREc32 ARE-luciferase reporter (MCF7-derived line), luminescence, 24 h. Potency, µM (titrated, usually from 46.1 µM), for inactives: top-dose activation, most hits filed as activators. hit rate 0.31% among 410,000. AID 624171; also: potency is read from the fitted curve at half-maximal effect; % of control where 0% means no effect; nearly all actives have a fitted effect of over 65% in size
#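 For detection, Steady-Glo was added and plates sat 30 min at RT; before that, AREc32_Fluc cells grown overnight in OPTI-MEM/5% FBS had been treated with 23 nL compound for 24 hr at 37 deg C.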
# CCT modulator = changes cytosolic chaperonin activity; purified chaperonin ATPase assay, HTRF ADP detection, 30 min; activity change, % (test concentration not listed), hits read low; hit rate 0.3% among 360,000; in the data active = activity change below about -30%; also: % is scaled to controls: 0 for no effect and ±100 for the full control effect
#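 TRiC (40 or 20 nM final, by batch activity) in 30 mM Tris pH 7.4, 100 mM KCl, 5 mM MgCl2, 1 mM DTT was treated with compound at 76 uM single dose, then 10 uM ATP, 30 min at 37 °C. ADP was read by HTRF Transcreener.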
# HepG2 tox = counter-screen for TGF-b inhibitors: cytotoxicity in HepG2 cells. Potency, µM (highest dose often 46.1 µM), inactives show at the highest dose activity change, negative = cytotoxicity, usual class: cytotoxic. HepG2 CAGA-GFP viability, ATP luminescence, 18 h. hit rate 0.76% among 410,000. AID 588856; also: potency is read from the fitted curve at half-maximal effect; some results filed as inactive show a strong effect at the top dose
#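 CellTiter-Glo luminescence gave cytotoxicity after 18 hours at 37 degrees C. The cells were HepG2 CAGA-GFP in 1% FBS DMEM, stimulated with 500 pg/mL TGF-beta after compound addition. %Activity was normalised to no-cell wells (complete cell-killing) and DMSO (no toxicity), and curves were fitted and classified.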
# The depositor's hits bear a star; i = inactive; ? = inconclusive; . = not tested or not shown; [ ] = dose if it differs, or a comment. Unless noted, calls follow the shape of the dose curve; as a rule, active = well fitted curve in the direction sought with a large enough effect; inconclusive = small, poorly fitted or top-dose-only effect, or another doubt; inactive = no such curve, though single readings can be large; an effect the other way counts as inactive or inconclusive.
SMILES,Abeta yeast res,A549 viability,Akt phos inh,TGFb SMAD3 inh,Nrf2 block,Mm-Cpn inhibitor,Nrf2 activator,CCT modulator,HepG2 tox
COc1ccccc1CNC(=O)C(Cc1ccccc1)NC(=O)c1ccccc1 (stereo not drawn),9%,0%,i,7%,3%,-2%,0.4%,-4.1,-9%
Cc1c(Cl)c(C(=O)NNC(=S)NCc2ccco2)nn1C,6%,6%,i,0%,-27%,?,0.2%,-5.3,-21%
[N-]=[N+]=CC(=O)C(O)(c1ccccc1)C(Cl)c1ccccc1 (stereo not drawn),15%,20%,i,2%,7%,.,0.2%,-2.8,5%
Cc1[nH]c(C)c(S(=O)(=O)NCc2ccc(Cl)cc2)c1C(=O)N1CCCC1,1%,5%,i,3%,1%,-1%,0.4%,0.9,8%
CCN(CC)CCCNC(=O)c1cn(C)c2ccc(S(=O)(=O)N(C)C)cc2c1=O,-16%,-3%,i,11%,10%,0%,-0.7%,-1.8,-1%
Cc1ccc(-c2nnn(CC(=O)N3CCCCC3)n2)cc1,12%,10%,i,8%,6%,-1%,3.2%,1.5,-1%
Cc1csc(SCC(=O)N(c2ccccc2)C(C)C)n1,-3%,-5%,i,-3%,-7%,-2%,-0.1%,-1.4,-13%
O=C(COc1cccc(Br)c1)Nc1ccc(Cl)c(S(=O)(=O)N2CCOCC2)c1,-3%,-11%,i,-19%,?,0%,-0.3%,-0.9,-2%
CCOc1ccc(Oc2c(/C=N/NC(C)=O)c(C)nn2-c2ccccc2)cc1,3%,26%,i,-2%,-5%,0%,4.9%,-3.3,-26%
COc1ccc(CN2CCN(c3ccccc3OC)CC2)c(OC)c1,1%,-8%,i,-10%,-14%,0%,0.0%,-0.4,-62%
O=c1c(-c2ccco2)[n+]([O-])c2ccccc2n1OCc1ccccc1F,8%,?,i,20%,?,0%,?,-0.4,-19%
CCOC(=O)CSC(CC)C(=O)Nc1nnc(CC)s1 (stereo not drawn),1%,11%,i,-4%,4%,-1%,-0.5%,-1.8,-11%
c1ccc(-c2cn3c(n2)CCc2ccc4cccnc4c2-3)cc1,-51%[inhibitor],-5%,i,?,?,-2%,7.7%,-1.6,-45%
Cc1ccc(-n2ncc3c(NCc4ccco4)ncnc32)c(C)c1,-3%,-4%,i,-1%,4%,-1%,4.7%,-2.0,-12%
COc1cccc(OC)c1C(=O)OCC(=O)NCC1CCCCC1,-17%,.,i,0%,.,.,4.3%,1.0,3%
CCC(C(=O)NCc1ccco1)N(C(=O)CNS(=O)(=O)c1ccc(C)cc1)c1ccccc1F (stereo not drawn),-3%,-1%,i,-16%,-3%,2%,-0.8%,-1.1,-2%
O=C(/C=C/c1ccc([N+](=O)[O-])cc1)NCc1cccnc1,9%,7%,i,?,-13%,-1%,5.7%,1.2,10%
NC(=O)c1ccc(NC(=O)COC(=O)/C=C/c2cccs2)cc1,-21%,3%,i,?,9%,0%,?,1.2,10%
CCN(CC(=O)Nc1ccc2c(c1)OCCO2)c1nc(-c2cccnc2)nc2ccccc12,-7%,1%,i,-1%,-3%,-2%,0.7%,-2.4,-16%
C=CCN1CC(O)=C(c2ccccc2)C1=N,6%,-4%,i,25%,9%,-1%,-0.2%,-1.0,-1%
Cc1noc(COc2ccc(OCc3nc(C)no3)cc2)n1,1%,0%,i,-9%,.,-1%,1.9%,-1.5,-5%
O=C(O)c1cc(-c2cccs2)nc2cc3c(cc12)OCCO3,0%,0%,i,34%[activator],4%,-4%,-0.4%,-1.4,25%
c1ccc2[nH]cnc2c1,-16%,2%,i,12%,-6%,.,-0.5%,0.6,-12%
CC1=C(C(=O)OC(C)(C)C)C(c2cccc3ccccc23)NC(=O)N1 (stereo not drawn),22%,-20%,i,7%,?,-1%,-0.2%,1.3,-9%
CCCOc1ccc(S(=O)(=O)n2cc(Br)c(=O)[nH]c2=O)cc1,9%,-9%,i,-18%,?,1%,-0.6%,-2.1,-22%
Cc1ccc(C2(C)NC(=O)N(CC(=O)NC(=O)NC(C)(C)C)C2=O)cc1 (stereo not drawn),-2%,4%,i,20%,-4%,0%,-0.3%,-3.3,11%
O=C(CSc1ncnc2sc3c(c12)CCC3)N1CCOCC1,-13%,16%,i,2%,-7%,-2%,2.5%,-1.5,1%
O=S(=O)(NOCc1ccc(Cl)cc1)c1ccc(Cl)cc1,3%,-1%,i,?,-15%,1%,-0.4%,-1.3,-45%
O=C(O)CC1(CC(=O)Nc2ccccc2C(=O)c2ccccc2)CCCC1,9%,-4%,i,3%,-2%,-6%,-0.5%[9.22 µM],1.0,2%
CN1CCN(S(=O)(=O)c2cccc(C(=O)Nc3ccccc3N3CCCC3)c2)CC1,-23%,-8%,i,2%,-13%,-6%,-0.7%,-1.5,11%
COc1cccc(N(CC(=O)NCCSc2ccccn2)S(=O)(=O)c2ccccc2)c1,-25%,1%,i,-8%,-10%,-2%,3.5%,-1.0,-21%
Cc1cc(C)nc(NS(=O)(=O)c2ccc(NC(=S)NC(=O)CC(C)C)cc2)n1,-10%,?,i,-3%,?,-2%,-1.0%,-0.2,3%
COc1ccc(CNC(=O)c2cc3oc4ccccc4c3n2C)cc1OC,-12%,-14%,.,?,?,.,4.2%,.,-4%
CN1CCN(C(=S)NC(=O)/C=C/c2cccs2)CC1,-16%,14%,i,13%,8%,1%,4.2%,-2.1,-32%
Cc1cc2nc(C3CCCCC3)c(CC(C)(C)C)n2c(C)c1Br,-21%,.,i,5%,.,.,2.2%,0.0,-42%
COc1cc(NC(=O)c2ccco2)c(C(=O)O)cc1OC,-8%,10%,i,-15%,2%,-3%,3.1%,2.3,-6%
O=C(Nc1cccc(C(=O)N2CCOCC2)c1)C1CC1,-14%,-3%,i,2%,0%,.,-0.6%,0.3,2%
Cc1cc(C)cc(Cn2c3ccc(NC(=O)NCc4ccccc4)cc3c(=O)n2C)c1,4%,.,i,3%,.,.,0.5%[9.22 µM],0.2,-14%
CCCCN(CCCC)c1nc(-c2ccncc2)nc2ccccc12,-4%,0%,i,-15%,4%,-3%,3.2%,-0.5,-39%
CCOCCCNC(=O)C(NC(=O)CNC(=O)c1ccccc1)c1ccc(OC)cc1 (stereo not drawn),3%,-4%,i,0%,1%,-6%,0.4%,-2.2,2%
CCCCn1c(SCC(=O)Nc2cccc(OC)c2)nc2ccc(N3CCOCC3)cc2c1=O,25%,-15%,.,-1%,?,?,0.0%,-1.4,-4%
O=C(CN(C(=O)CCC(=O)Nc1nccs1)c1ccc(F)cc1)NCCc1ccccc1,15%,-2%,i,5%,2%,3%,0.7%,-0.5,-5%
OC1CNc2c(ccc3ccccc23)C1 (stereo not drawn),3%,0%,i,0%,-3%,.,3.6%,0.0,2%
Nc1nc(NC2CCCC2)cc(=O)[nH]1,-4%,1%,i,15%,1%,.,-0.7%,-0.1,-3%
Cc1cc(-c2nnco2)c(C)n1-c1ccccc1,14%[9.22 µM],7%,i,0%,.,0%,5.3%,-2.1,5%
Cc1nn(Cc2ccccc2)c(C)c1C(=O)NCC(c1cccs1)N1CCOCC1 (stereo not drawn),3%,-11%,i,2%,6%,1%,0.3%,-2.0,7%
O=C(NCc1ccncc1)C(=O)N/N=C/c1cccnc1,10%,-1%,i,20%,23%,-3%,-0.4%,0.9,7%
Cc1cc(=O)[nH]c(-c2ccccc2OC(F)(F)F)n1,-1%,-2%,i,-3%,7%,-1%,-0.9%,-1.6,0%
COc1cc(C(=O)Nc2cccc(-n3cnnn3)c2)cc(OC)c1OC,-3%,14%,i,-1%,1%,0%,5.2%,-1.0,-19%
CCC(=O)Nc1ccc(-c2nc(-c3ccccc3)n(CC(=O)N3CCCCC3)n2)cc1,-2%,-21%,i,-22%,-11%,0%,-0.2%,-0.8,-22%
O=C(NCCCCNC(=O)c1ccccc1Br)c1ccccc1Br,-13%,-9%,i,20%,-9%,.,-0.1%,2.2,16%
COc1ccc(-n2c(SCC(=O)Nc3nnc(C)s3)nc3c([nH]c4ccccc43)c2=O)cc1,-9%,-19%,.,4%,.,.,3.9%,.,-9%
O=C(CCCSc1nc(-c2ccco2)cc(C(F)(F)F)n1)NCc1cccs1,10%,-3%,i,-5%,-15%,.,3.2%,-2.2,-2%
O=C(CNC(=O)c1ccco1)Nc1ccc(F)c(Cl)c1,0%,0%,i,10%,0%,1%,2.1%,-1.5,2%
Cn1nc(C(F)(F)F)c(C(=O)Nc2ccc(C(F)(F)F)cc2)c1Cl,-77%[inhibitor],.,i,-7%,?,0%,2.6%,-2.5,-25%
CCC(CC)C(=O)Nc1nnc(SCC(=O)N2CCN(c3ccccc3OC)CC2)s1,2%,4%,i,4%,-25%,1%,0.1%,-1.3,-10%
CCNc1nc(Oc2ccc(=O)n(C)n2)nc(N2CCOCC2)n1,12%,-5%,i,-3%,14%,0%,0.0%,-1.6,-1%
